VEEV TC-83 Vero = inhibitors of VEEV TC-83 cytopathic effect, confirmation, Vero cells (AID 588727); Vero cells, VEEV TC-83 cytopathic effect inhibition; higher % means a stronger effect; inhibition, % at 20 µM, or IC50 in µM where a hit was titrated; 0.13% of 350,000 active; in the data active means a potency from the dose series; inconclusive means inhibition mostly from about 14% at the one dose, without a potency; inactive means the rest, 99 in 100 with inhibition below about 12%; further: strong numbers were not always called active
tuberculosis growth = growth inhibition of non-replicating M. tuberculosis (AID 488890). Mycobacterium tuberculosis non-replicating, growth inhibition; higher % means a stronger effect. 0.39% of 320,000 active. inhibition, % at 25 µM; hits with a dose series show IC50 in µM; in the data active means a potency from the dose series; inconclusive means inhibition mostly from about 82% at the one dose, without a potency; inactive means the rest, 99 in 100 with inhibition below about 76%;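 further: plate controls were DMSO cells for no effect and high antibiotic wells for full effect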
H1N1 NS1A inhibition = H1N1 influenza NS1A inhibitors, functional cell based assay (AID 504329); one-dose inhibition, % at 12.5 µM; IC50 in µM for titrated hits; 0.3% of 340,000 active; NS1A functional cell-based assay, percent inhibition; higher % means a stronger effect; in the data active means a potency from the dose series; inconclusive means inhibition above about 27% without an active follow-up result; further: strong numbers were not always called active
H37Rv inhibition = M. tuberculosis growth inhibition, HTS (AID 449762). M. tuberculosis H37Rv growth inhibition, 7H9 media; higher % means a stronger effect. one-dose inhibition, % at 25 µM; IC50 in µM for titrated hits. 0.59% of 330,000 active; in the data active means a potency from the dose series; inconclusive means inhibition above about 70% without an active follow-up result;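 further: bacterial growth assessed after seven days of incubation; strong numbers were not always called active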
Salmonella PhoP GFP = PhoP regulon inhibitors, Salmonella typhi PhoP promoter GFP reporter, confirmatory (AID 1850) | Salmonella Typhi PhoP-promoter GFP reporter, fluorescence, 4 h; higher % means a stronger effect | inhibition, % at 50 µM, or IC50 in µM where a hit was titrated | 0.33% of 310,000 active; in the data active means a potency from the dose series; inconclusive means inhibition mostly from about 25% at the one dose, without a potency; inactive means the rest, 99 in 100 with inhibition below about 19%;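 further: 0% = induced wells with vehicle and 100% = uninduced wells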
VEEV TC-83 Vero 10K pilot screen = further read-out of VEEV TC-83 Vero, marked with its call; inhibition, %; measured here: 10K pilot screen inhibition
* = called active by the depositor; i = inactive; ? = inconclusive; / = not tested or not shown.

SMILES	VEEV TC-83 Vero	tuberculosis growth	H1N1 NS1A inhibition	H37Rv inhibition	Salmonella PhoP GFP	others
CC1CCCCN1S(=O)(=O)c1cnc(Cl)c(Br)c1 (stereo not drawn)	2.0%	8%	-2%	4%	-5%
CCOC(=O)CCC(=O)N1CCOCCOCCN(C(=O)CCC(=O)OCC)CCOCCOCC1	0.4%	-9%	11%	-4%	-3%
C=CCn1cnc2c(nnn2-c2ccc(C)c(C)c2)c1=O	6.5%	4%	-8%	6%	6%
CC(=O)Nc1ccc(NC(=O)c2cc(=O)c3ccc(C)cc3o2)cc1	1.3%	-10%	-3%	4%	-1%
O=C(Nc1ccc(Cl)cc1)OCc1cncs1	2.3%	23%	-5%	12%	10%
Cc1noc(C)c1S(=O)(=O)Nc1ccccc1Cl	3.3%	23%	-1%	6%	1%
COc1ccc(CCN(Cc2cccs2)S(=O)(=O)c2ccc(S(=O)(=O)N(C)C3CCCCC3)cc2)cc1OC	i	-6%	-5%	5%	8%
O=C(Cc1ccccc1)Nc1ccc(S(=O)(=O)N2CCOCC2)cc1	2.9%	-20%	6%	-5%	9%
CCOC(=O)/C=C/[C@H]1CC2(CCO1)SCCCS2	0.6%	16%	8%	6%	/
CCOC(=O)c1cc(=O)c2c([N+](=O)[O-])ccc(OC)c2o1	0.8%	/	-8%	7%	-5%
O=C(N/N=C/c1ccc(OC(F)F)cc1)C1=COCCO1	2.2%	15%	-15%	7%	9%
COc1cc(COc2ccc3c(C)c(CCC(=O)O)c(=O)oc3c2)cc(OC)c1OC	0.9%	-11%	-15%	7%	-7%
Cc1cc(C(=O)CC#N)c(C)n1-c1c(C)n(C)n(-c2ccccc2)c1=O	1.8%	1%	-1%	-5%	-1%
CC(=O)Oc1ccc(Cn2cnc3cc4ccccc4cc32)cc1	i	74%	-52%	19%	3%
CC1(C)C2CCC(C2)C1(C)NC(=O)CN1CCCC1 (stereo not drawn)	3.2%	1%	-17%	-2%	-2%
O=S(NC1CCCCC1)C12CC3CC(CC(C3)C1)C2 (stereo not drawn)	i	67%	5%	-4%	0%
O=C(Nc1ccncc1)c1ccc2ncsc2c1	1.8%	4%	-7%	-5%	-6%
O=C(Nc1ccccc1F)c1ccc(CN2CCN(c3ccccc3)CC2)cc1	11%	78%	3%	6%	2%
O=C(COC(=O)c1cc(=O)[nH]c(=O)[nH]1)NCc1ccccc1	2.0%	8%	-5%	2%	-5%
Cc1ccc(-n2c(-c3c(-c4ccccc4)noc3C)n[nH]c2=S)cc1	2.9%	-9%	-21%	-5%	5%	VEEV TC-83 Vero 10K pilot screen=0.3
C#CCOc1nc(C)cc(C)c1S(=O)(=O)c1ccccc1C	0.5%	22%	-8%	-6%	6%
CC[C@]12c3[nH]c4cc(CCC(=O)N(C)C)ccc4c3CCN1C(=O)[C@@H](CC(=O)NCCCOC)C[C@@H]2C(=O)N1CCN(C(=O)c2ccco2)CC1	i	/	-2%	/	/
Cc1cccc(C(=O)NCN2CCN(c3ccccc3C#N)CC2)c1	0.4%	/	2%	/	/
Nc1nonc1-n1nnc(C(=O)N/N=C/c2ccccc2)c1CSc1ccc(Cl)cc1	4.6%	-10%	-4%	-3%	-6%
Oc1c(Cl)cc(Cl)cc1CNn1cnnc1	0.8%	-12%	-8%	-2%	6%
Cc1ccc(CNC(=O)CN(C)S(=O)(=O)c2ccc(F)cc2)cc1	0.3%	14%	1%	3%	-16%
Cc1cc(C(C)(C)C)cc(C)c1CCNC(=O)c1c(C)noc1C	5.7%	/	-4%	/	/
CC(NNC(=S)N1CCN(c2ccccn2)CC1)c1nccc2ccccc12 (stereo not drawn)	5.9%	/	2.4µM*	/	/
COc1cc(Cl)c(C)cc1NC(=O)c1cccc(OC)c1OC	4.6%	40%	-4%	?	4%
COC(=O)c1cccc(S(=O)(=O)N2CCC(NC(=O)NC34CC5CC(CC(C5)C3)C4)CC2)c1	i	52%	-1%	-8%	-1%
NC(=O)c1ccc(NC(=O)COC(=O)c2ccc3ccccc3n2)cc1	1.0%	3%	-4%	9%	/
COP(=O)(NS(=O)(=O)c1ccccc1)OC	1.3%	-6%	-17%	-3%	-4%
C=C(C)CN(CC)C(=O)CSc1nc2ncc(Cl)cc2[nH]1	0.6%	16%	0%	-4%	-5%
COc1ccc(C(C)=O)cc1COc1ccccc1[N+](=O)[O-]	0.3%	10%	2%	-7%	5%
Cc1nnc(NC(=O)C2CCN(c3cnccn3)CC2)s1	i	-3%	-3%	-6%	3%
O=C(NCC1CCCCC1)c1cc(S(=O)(=O)N2CCCCC2)ccc1N1CCOCC1	i	11%	-3%	-9%	10%
COc1cccc(-c2ccc(-c3noc(-c4ccccc4F)n3)c(OC)n2)c1	4.7%	-5%	-2%	25%	3%
CC(C)(C)OC(=O)N(Cc1ccccc1)Cc1ccc(OCc2cccc(NC(=O)c3ccccc3)c2)cc1	4.0%	/	-7%	/	/
Cc1ccc(S(=O)(=O)/N=C(/Nc2ccc(F)cc2F)c2ccccc2)cc1	3.0%	-4%	3%	6%	-2%
CCOc1ccc(CCNC(=O)CSCC(=O)Nc2ccc(OC)cc2)cc1OCC	0.1%	41%	2%	0%	/
COc1ccccc1C1CC(=O)n2c(nc(-c3ccccc3)c2-c2ccccc2)S1 (stereo not drawn)	1.8%	38%	8%	-2%	-7%
Cc1nc(-c2cccc(S(=O)(=O)N3CCC(C)CC3)c2)cs1	0.2%	11%	-4%	-2%	1%
Cc1ccc(CCNC(=O)C2CCCN(C(=O)N(C)C)C2)cc1 (stereo not drawn)	i	4%	4%	9%	5%
Oc1ccc2ccccc2c1CN1CCN(c2ccccc2)CC1	4.6%	68%	1%	-2%	3%
CC(=O)n1nc(-c2ccccc2)nc1NCc1ccc(N(C)C)cc1	1.8%	24%	-1%	0%	7%
CC(C)(C)C(=O)Nc1ccc2c(c1)-c1cc(NC(=O)C(C)(C)C)ccc1C2	i	-1%	-3%	0%	4%
Cc1cc(Br)ccc1OCC(=O)NC1CCCC1	i	42%	16%	0%	-12%
COC(=O)CCSCC(=O)N1N=C(c2ccc(Br)cc2)CC1c1cccc(OC)c1OC (stereo not drawn)	1.0%	5%	-10%	2%	5%
C=CCN(CC=C)C(=O)Cc1ccc(F)cc1	1.5%	100%	5%	2%	2%
COC(=O)C(C)(C)ONC(=O)Nc1ccccc1Cl	0.8%	-7%	-3%	0%	9%
COc1ccc(C(=O)CC2(CC(=O)c3ccc(OC)cc3)C(=O)N(C)C(=O)N(C)C2=O)cc1	0.5%	5%	-1%	0%	8%
Cc1onc(-c2c(Cl)cccc2Cl)c1C(=O)N1CCOCC1	i	-12%	-7%	4%	7%
O=C(Nc1ccccc1)C1=C[C@H](c2ccc(C(F)(F)F)cc2)C[C@H](OCc2ccc(CO)cc2)O1	/	7%	/	46%	-6%
COc1ccc(OC)c(NC(=O)C(=O)NNC(=O)c2cccs2)c1	6.5%	?	1%	53%	-9%
O=C(CCC(=O)c1ccc(F)cc1)Nc1ccccc1Cl	0.8%	57%	-9%	3%	-6%	VEEV TC-83 Vero 10K pilot screen=0.9
CC(N=C1NS(=O)(=O)c2ccccc21)C(=O)N1CCc2ccccc2C1 (stereo not drawn)	i	6%	-6%	5%	10%
CCCNS(=O)(=O)c1ccc(NC(=O)Cc2cccs2)cc1	i	4%	6%	5%	-5%
N#CC1c2ccccc2C=CN1C(=O)N(c1ccccc1)c1ccccc1 (stereo not drawn)	4.5%	/	9%	/	/
CCCCn1c(N)c(C(=O)NCCN2CCOCC2)c2nc3ccccc3nc21	5.1%	26%	-7%	14%	0%
COc1cc(C)c(C(C)C)cc1S(=O)(=O)N1CCN(C)CC1	2.4%	13%	-1%	-2%	-2%

Quoted at random: 7 compounds from above, in no set order.
SMILES	VEEV TC-83 Vero	tuberculosis growth	H1N1 NS1A inhibition	H37Rv inhibition	Salmonella PhoP GFP	others
CCOc1ccc(CCNC(=O)CSCC(=O)Nc2ccc(OC)cc2)cc1OCC	0.1%	41%	2%	0%	/
CC1(C)C2CCC(C2)C1(C)NC(=O)CN1CCCC1 (stereo not drawn)	3.2%	1%	-17%	-2%	-2%
COc1ccc(CCN(Cc2cccs2)S(=O)(=O)c2ccc(S(=O)(=O)N(C)C3CCCCC3)cc2)cc1OC	i	-6%	-5%	5%	8%
CC(C)(C)C(=O)Nc1ccc2c(c1)-c1cc(NC(=O)C(C)(C)C)ccc1C2	i	-1%	-3%	0%	4%
NC(=O)c1ccc(NC(=O)COC(=O)c2ccc3ccccc3n2)cc1	1.0%	3%	-4%	9%	/
CC(NNC(=S)N1CCN(c2ccccn2)CC1)c1nccc2ccccc12 (stereo not drawn)	5.9%	/	2.4µM*	/	/
Cc1nc(-c2cccc(S(=O)(=O)N3CCC(C)CC3)c2)cs1	0.2%	11%	-4%	-2%	1%

Later entries:
SMILES	VEEV TC-83 Vero	tuberculosis growth	H1N1 NS1A inhibition	H37Rv inhibition	Salmonella PhoP GFP	others
Sc1nnc(-c2ccc(Cl)cc2)n1Cc1ccccc1	5.2%	7%	-5%	9%	/
S=c1[nH]nc(CN2CCCC2)n1Cc1ccccc1	i	15%	-7%	1%	6%
COc1ccc(OC)c(C2=NOC(C(=O)Nc3cccc(C(C)=O)c3)C2)c1 (stereo not drawn)	3.3%	1%	-1%	-9%	0%
O=C1C2CC=CCC2C(=O)N1CC1CCCO1 (stereo not drawn)	0.9%	-9%	6%	-6%	4%
O=C(NC1CC1)c1ccc2snnc2c1	1.4%	-10%	-2%	-2%	-10%
Cc1nnc(SCC(=O)NC(=O)NC2CCCC2)n1N	0.9%	18%	9%	-6%	1%
O=C(NNC(=O)c1cccc(-n2cccc2)c1)c1ccc(F)cc1	2.4%	-15%	-2%	-1%	0%
Cn1c2ccc(F)cc2c2ncn(Cc3ccccn3)c(=O)c21	0.4%	-6%	12%	3%	2%
CCN1C(=O)C(O)(CC(=O)c2ccc(-n3cccc3)cc2)c2ccccc21 (stereo not drawn)	i	11%	-18%	-4%	-6%
CCC(C)C(=O)OCC1(c2ccc(C)cc2OC(=O)C(C)C)CO1 (stereo not drawn)	0.5%	3%	-6%	-1%	5%
CCOC(=O)/C(=N/Nc1ccc(Cl)cc1)Sc1nnnn1-c1ccc(C)cc1	i	-2%	8%	-7%	-4%
FC(F)(F)Oc1ccc(Nc2nc3ccccc3o2)cc1	0.6%	11%	4%	16%	2%
CC1([N+](=O)[O-])COP(=O)(NC2CC2)OC1 (stereo not drawn)	1.7%	/	1%	/	/
CCOc1cc(NC(=S)NCC2CCCO2)c(OCC)cc1NC(=O)c1ccc(C)cc1 (stereo not drawn)	0.8%	3%	-3%	6%	-6%
Cn1c(CCc2ccccc2)n[nH]c1=S	0.1%	-2%	5%	-3%	-15%
COc1ccccc1CNC(=O)COC(=O)c1ccncc1	2.4%	26%	-6%	-1%	/
CC1CCCCC1NC(=O)CCS(=O)(=O)c1ccc(Cl)cc1 (stereo not drawn)	2.6%	14%	1%	-1%	/
Cn1c(SCc2ccccc2C#N)nnc1-c1ccncc1	1.4%	-6%	-29%	2%	2%
Cn1c(N)c(C(C[N+](=O)[O-])c2ccccc2Cl)c(=O)n(C)c1=O (stereo not drawn)	i	?	-7%	?	16%
COCCN(C(=O)COC(=O)Cc1cccc2ccccc12)c1c(N)n(Cc2ccccc2)c(=O)[nH]c1=O	4.3%	21%	-1%	-3%	0%
O=C(CCl)Nc1cc(-c2ccccc2)nn1-c1ccccc1	3.7%	?	-5%	?	-4%
CCOC(=O)C1CCN(C(=O)CSc2cc(=O)n(C)c3ccccc23)CC1	5.9%	0%	2%	-14%	-5%	VEEV TC-83 Vero 10K pilot screen=3.0
CCOC(=O)N1CCN(S(=O)(=O)c2ccc(Br)s2)CC1	0.9%	4%	-3%	3%	-1%
CC1=C(C(=O)Nc2cccc(C(=O)NCc3ccccc3C)c2)SCCO1	1.9%	9%	3%	4%	-25%
Cc1n[nH]c(=O)c2c(NC(=O)COC(=O)c3cccc(OC(F)F)c3)oc(C)c12	0.4%	-10%	-1%	6%	-8%
Cc1c(C(=O)c2cccc([N+](=O)[O-])c2)c2ccccn2c1CCC#N	0.8%	-12%	5%	-4%	-6%
COC(=O)c1ccc(N2CCN(S(=O)(=O)c3ccccc3)CC2)c([N+](=O)[O-])c1	4.8%	6%	9%	0%	-2%
COc1ccc(C(CNS(=O)(=O)c2ccc(NC(C)=O)c(OC)c2)N2CCCCC2)cc1 (stereo not drawn)	3.5%	-14%	-16%	7%	/
CCCc1cc(=O)n2[nH]c(CCc3ccccc3)nc2n1	2.5%	26%	-11%	-9%	3%
O=C(Nc1ccc(Br)cn1)c1cccc2c1-c1ccccc1C2=O	8.6%	-11%	-7%	3%	2%

Bioassay records as filed in PubChem BioAssay.
